Source: PubChem (National Center for Advancing Translational Sciences (NCATS))
AmpC inh detg: inhibitors of E. coli AmpC beta-lactamase with detergent; 0.041% of 370,000 active; AmpC hydrolysis of nitrocefin, absorbance 480 nm, 0.01% Triton; P00811; Potency, µM (highest dose often 114 µM), without a hit: at the highest dose activity change, negative = inhibition, actives largely listed as inhibitors;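 note: potency is the fitted concentration of half-maximal effect; 0% = no-compound wells and -100% = no-enzyme wells; nearly all actives have a fitted effect of over 25% in size; some results filed as inactive show a strong effect at the top dose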
Target sequence (P00811 whole entry, looked up): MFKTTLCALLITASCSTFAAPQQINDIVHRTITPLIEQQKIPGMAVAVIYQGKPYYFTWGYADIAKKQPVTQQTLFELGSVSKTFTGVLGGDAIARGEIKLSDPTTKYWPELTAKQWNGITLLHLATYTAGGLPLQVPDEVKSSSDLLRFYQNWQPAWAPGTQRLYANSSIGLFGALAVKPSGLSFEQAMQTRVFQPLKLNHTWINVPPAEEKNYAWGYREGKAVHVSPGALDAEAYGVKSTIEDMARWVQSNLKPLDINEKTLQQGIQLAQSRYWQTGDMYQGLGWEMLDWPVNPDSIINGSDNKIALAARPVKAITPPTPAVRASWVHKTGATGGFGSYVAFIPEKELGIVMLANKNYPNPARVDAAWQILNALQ
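AmpC (5.3 nM in the dispensed reagent) in 20 mM phosphate pH 7.0 with 0.01% (detergent screen) or 0.0001% Triton X-100 was preincubated with compounds for 15 min at room temperature. Nitrocefin was then added from an 800 uM solution, and hydrolysis was followed at 480 nm.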
LmPK inhibitor: blocks Leishmania mexicana pyruvate kinase activity. Q27686. purified LmPK, Kinase-Glo ATP luminescence, 1 h. Potency, µM (highest dose often 57.5 µM), inactives show at the top dose activity change, negative = inhibition, hits mostly inhibitors. 0.37% of 290,000 active. AID 1721; note: potency is the fitted concentration of half-maximal effect
Target sequence (Q27686 whole entry, looked up): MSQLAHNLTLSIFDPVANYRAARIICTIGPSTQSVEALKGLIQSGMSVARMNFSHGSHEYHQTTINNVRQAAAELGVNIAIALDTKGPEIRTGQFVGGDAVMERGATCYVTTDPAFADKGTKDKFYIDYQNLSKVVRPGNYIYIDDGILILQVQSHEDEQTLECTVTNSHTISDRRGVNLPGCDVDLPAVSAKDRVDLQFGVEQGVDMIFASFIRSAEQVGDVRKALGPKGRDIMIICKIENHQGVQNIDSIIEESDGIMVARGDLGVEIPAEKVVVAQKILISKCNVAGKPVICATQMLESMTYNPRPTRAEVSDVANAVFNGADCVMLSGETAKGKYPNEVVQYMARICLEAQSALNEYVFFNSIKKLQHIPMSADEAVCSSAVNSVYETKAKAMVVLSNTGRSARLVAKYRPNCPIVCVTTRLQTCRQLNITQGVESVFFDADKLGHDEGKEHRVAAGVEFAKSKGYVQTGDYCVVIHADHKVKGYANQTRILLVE
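In 50 mM imidazole pH 7.2 with 7 mM MgCl2, LmPK (0.1 nM) turned over PEP (0.5 mM) and ADP (0.1 mM) for 1 h at room temperature. Luciferase read-out of ATP.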
Sm TGR inh: blocks Schistosoma mansoni thioredoxin glutathione reductase | Q962Y6 | purified TGR, DTNB reduction, TNB absorbance 405 nm | Potency, µM (highest dose often 114 µM), inactives show at the top dose activity change, negative = inhibition, hits mostly inhibitors | 3% of 360,000 active; note: potency is the fitted concentration of half-maximal effect; nearly all actives have a fitted effect of over 60% in size
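First, TGR (20 nM dispensed) and NADPH were mixed with compound. Second, a 15 min room-temperature incubation followed. Third, further NADPH and then DTNB were added to start the reaction. Finally, TNB absorbance was monitored kinetically.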
TbPYK inhibitor: blocks Trypanosoma brucei pyruvate kinase. Q57TT1. TbPYK enzyme, Kinase-Glo Plus ATP luminescence, 45 min. Potency, µM (highest dose often 76.8 µM), inactives show at the top dose activity, negative = inhibition, hits mostly inhibitors. 0.12% of 410,000 active. AID 624173; note: potency is the fitted concentration of half-maximal effect; nearly all actives have a fitted effect of over 50% in size
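T. brucei PYK with substrate was exposed to pin-transferred compounds across a concentration series, then started with 130 uM ADP (final). After 45 min at room temperature, Kinase-Glo Plus luminescence was read, normalized and curve-fitted.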
AmpC no deterg: blocks E. coli AmpC beta-lactamase in detergent-free assay | P00811 | AmpC nitrocefin hydrolysis, absorbance 480 nm, 0.0001% Triton | 0.52% of 330,000 active | Potency, µM (top dose mostly 57.1 µM), for inactives: top-dose activity change, negative = inhibition, most hits filed as inhibitors;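 note: potency is the fitted concentration of half-maximal effect; plate controls were no compound for no effect and no enzyme for full effect; nearly all actives have a fitted effect of over 20% in size; some results filed as inactive show a strong effect at the top dose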
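20 mM phosphate pH 7.0 + 0.01% (detergent screen) or 0.0001% Triton X-100; 5.3 nM AmpC reagent; cpd preinc 15 min RT; nitrocefin (800 uM stock) to start; A480 q20 s × 4 min; Activity was normalised to no-enzyme and no-compound control wells.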
HCMV antiviral: human cytomegalovirus inhibition; HFF cells, HCMV-luciferase reporter, 72 h; hits give low values; activity change, negative = inhibition, % at 57.5 µM; 4.5% of 410,000 active; in the data active = activity change below about -60%; inconclusive = no clear call, values can overlap the other calls; inactive = above about -39%
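Human foreskin fibroblasts infected with luciferase-reporter HCMV at MOI 1 PFU/cell, compounds at two doses. Luciferase measured 72 h post infection; normalized to buffer-only basal and Salinomycin (10uM) controls.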
AMA1 RON2 block: inhibitors of Plasmodium falciparum AMA1-RON2 interaction. AlphaScreen AMA1-biotinylated RON2 peptide binding. Potency, µM (top dose mostly 58.2 µM), without a hit: at the top dose activity change, negative = inhibition, actives largely listed as inhibitors. 0.2% of 360,000 active. AID 720542;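 note: potency is the fitted concentration of half-maximal effect; 0% = vehicle wells and -100% = peptide control; nearly all actives have a fitted effect of over 45% in size; some results filed as inactive show a strong effect at the top dose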
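AMA1 (3D7) with his tag at 25 nM final met compounds first, then biotinylated RON2 peptide at 25 nM; detection used donor plus acceptor beads, 10 µg/mL apiece, read by AlphaScreen after 30 min at room temperature.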
An asterisk follows results filed as active; u = inconclusive; x = not tested or not shown; [ ] = remark or other dose. Unless noted, calls come from the whole dose curve; as a rule, active = well fitted curve in the direction sought with a large enough effect; inconclusive = small, poorly fitted or top-dose-only effect, or another doubt; inactive = no such curve, though single readings can be large; an effect the other way counts as inactive or inconclusive. Unless noted, % is set by controls: 0 for no effect and ±100 for the full control effect.

smiles	AmpC inh detg	LmPK inhibitor	Sm TGR inh	TbPYK inhibitor	AmpC no deterg	HCMV antiviral	AMA1 RON2 block
COc1ccc(-n2ncc3c2ncn2nc(-c4ccc(Cl)cc4Cl)nc32)cc1	14%	x	0%	4%	x	-27	x
Cc1nc2ccc(S(=O)(=O)N(C)CC(=O)NCCc3ccccc3)cc2s1	3%	9%	2%	0%	50%	-19	5%
O=C(CN(c1cccc(C(F)(F)F)c1)S(=O)(=O)c1ccc(Cl)c([N+](=O)[O-])c1)NCc1ccccc1	u	2%	-17%	-10%	-28%	8	0%
CCOc1ccccc1NC(=O)Cn1c(=O)n(-c2ccc(OC)cc2OC)c(=O)c2c(C)c(C(=O)N(CC)CC)sc21	-4%	5%	-4%	0%	187%[activator]	u	18%
CC(=O)OC1CC(C)(C)N(OC(=O)c2ccc(N)cc2)C(C)(C)C1	-1%	4%	-8%	3%	-8%	-2	-2%
CCn1c(=O)c(C(=O)CN2CCOCC2)c(N)n(Cc2ccccc2)c1=O	-5%	13%	4%[11.4 µM]	3%	8%	2	-11%
CCCCC1CCC(C(=O)N2CC(=O)Nc3ccc(Cl)cc3C2c2ccc(F)cc2)CC1 (stereo not given)	7%	x	2%	-2%	x	14	x
CCOC(=O)c1[nH]c(C)c(CCC(=O)OC)c1C	-2%	2%	-3%	8%	-10%	1	-8%
CN[C@H]1C[C@H]2c3[nH]c4ccccc4c3CCN2C(=O)[C@H]1[C@H](C)O	x	x	x	-6%	x	36	-2%
O=C(C1=COCCO1)N1CCN(S(=O)(=O)c2cccc(Br)c2)CC1	3%	x	0%	0%	-2%	-2	-8%
O=Cc1cccn1-c1ncc(Br)cn1	-17%	-1%	0%	3%	-9%	-7	2%
CCn1cc(C(=O)N2CCCC2)c(=O)c2cc(S(=O)(=O)N(C)C)ccc21	u	10%	-3%	1%	-8%	-1	0%
O=C(COC(=O)CC1CC2CCC1C2)Nc1ccc(Cl)c(S(=O)(=O)N2CCOCC2)c1 (stereo not given)	3%	x	u	1%	-13%	9	-1%
CCN1C(=O)[C@H]2[C@@H](c3ccc(C(F)(F)F)cc3)N[C@]3(CCCN(Cc4ccccc4)C3=O)[C@H]2C1=O	x	x	x	9%	x	-4	u
O=C1CC(C(=O)Nc2ccc(Cl)c(Cl)c2)S/C(=N\N=C\c2ccco2)N1 (stereo not given)	3%	2%	0%	-2%	-25%	-17	79%[activator]
Cc1ccc(N2CN(Cc3cccnc3)CNC2=S)c(C)c1	-3%	2%	-17%	4%	-9%	-25	4%
COc1ccc2nc(NC(=O)C(NS(=O)(=O)c3cccc4nsnc34)C(C)C)sc2c1 (stereo not given)	-14%	1%	8%	2%	-34%	-8	31%[activator]
C/C(Cc1ccccc1)=N\NC(=O)c1ccc(F)cc1	-6%	-2%	-11%	-4%	-22%	4	100%[activator]
CC1CCCC(C)N1C(=O)CSc1nc(N)cc(N)n1 (stereo not given)	-3%	2%	1%	-3%	-24%	-2	1%
O=C(c1ccc2ccccc2n1)N1CCN(S(=O)(=O)c2ccc(Cl)cc2)CC1	x	x	x	1%	19%	7	-2%
CC(=O)Oc1cccc(N2C(=O)c3ccc(C(=O)Nc4cccnc4)cc3C2=O)c1	-3%	5%	-6%	-6%	-4%	25	-4%
O=C(CSc1nnc(-c2ccc(S(=O)(=O)N3CCCC3)cc2)n1CC1CCCO1)NC1CC1 (stereo not given)	-2%	2%	-9%	-5%	0%	31	10%
Nc1c2c(nc3sc4c(c13)CCCCC4)CCCC2	u	-7%	-5%	1%	-1%	-71*	-9%[11.6 µM]
COc1ccc(C2CC(c3ccccc3)=NN2c2ccc(S(N)(=O)=O)cc2)cc1OC (stereo not given)	1%	3%	1%	-3%	72%[activator]	-7	34%[activator]
CC(C)(C)OC(=O)C[C@@H]1C/C=C\C[C@@H](CC(=O)N(CCO)Cc2ccccc2)C(=O)N[C@H](Cc2ccccc2)COC1=O	x	x	x	1%	199%[activator]	8	-5%
CN(Cc1ccccc1)C(=O)c1ccccc1NC(=O)C1CC1	u	-1%	-3%	0%	-5%[2.29 µM]	5	-7%
CC(=O)c1ccc(N2Cc3ccccc3/C2=N\C(=O)Nc2ccccc2)cc1	-12%	0%	-4%	-5%	25%	24	-7%
COC(=O)C1=C(O)/C(=C\c2ccc(OCC(=O)Nc3ccccc3)cc2)N=C1C	-2%	-1%	2%	4%	-11%	-23	11%
Cc1c(C(=O)O)sc(S(=O)(=O)N2CCN(C(=O)CCc3ccccc3)CC2)c1C(=O)O	-5%	x	-10%	-1%	-3%	-12	17%
C[N+](C)(C)CCCCCC(=O)/C=N/O	-8%	-2%	3%	-12%	-13%	4	3%
COc1cccc(N(CC(=O)NCCSc2ccccn2)S(C)(=O)=O)c1	u	1%	1%	0%	-2%	10	-1%
COc1ccc(NC(=O)Cn2cnc3c(oc4nc5c(cc43)COC(C)(C)C5)c2=O)cc1	4%	-1%	5%	0%	24%	-11	-3%
Cc1ccccc1S(=O)(=O)NC(=O)C1(C)CCN1C(=O)C1(c2ccccc2)CC1 (stereo not given)	x	x	x	7%	x	4	-7%
CCC1SC2=NC(C)=C(C(=O)OC)C(c3cccs3)N2C1=O (stereo not given)	2%	7%	-3%	-1%	-31%	-15	-1%
Cc1c(/C=C/C(=O)c2ccc(O)cc2)cnn1C	u	-16%	1%	2%	-9%	-14	2%
CC(C)Cn1c(N)c(C(=O)COC(=O)C2CC(=O)N(c3ccc4c(c3)OCCO4)C2)c(=O)n(C)c1=O (stereo not given)	u	x	4%	-14%	-20%	-17	14%
CCOc1ccc(CC(=O)NNC(=S)NCCc2ccccc2)cc1	-2%	1%	x	-3%	-23%	-32	83%[activator]
CC(=O)c1ccc(NS(=O)(=O)c2ccc3[nH]c4c(c3c2)CCCCCC4)cc1	10%	x	12%	-9%	x	-6	x
O=C(O)c1ccccc1CSc1nc2ccccc2o1	-14%	-19%	6%	-9%	-13%	158	0%
CSc1ccc(CN2CCN(Cc3ccccc3)C(CCO)C2)cc1 (stereo not given)	-2%	-1%	-13%	-4%	56%	u	-10%
CCCCc1ccc(S(=O)(=O)NC(=O)C2(C)CCN2C(=O)c2cccc(F)c2)cc1 (stereo not given)	x	x	x	0%	x	-4	-2%
CCOCCCNC(=O)C(c1ccccc1)N(Cc1cccs1)C(=O)c1ccc(NC(C)=O)cc1 (stereo not given)	0%	x	2%	0%	x	-7	x
Cc1nn2c(=O)cc(COC(=O)c3ccccc3NC(=O)COc3ccccc3C)nc2s1	-1%	x	-5%	0%	x	31	x
CCCc1c(-c2cccc(Br)c2)ncn1Cc1ccccc1OC	x	x	x	3%	x	-23	-26%
CCc1ccc(C2Sc3ccccc3NC3=C2C(=O)c2ccccc23)cc1 (stereo not given)	1%	x	11%	-10%	x	-85*	x
O=C(COC(=O)c1ccccc1Br)NCc1ccccc1	3%	-6%	-1%	-2%	-28%	-34	-12%[11.6 µM]
CCn1cc(C(=O)N(C)CC(OC)OC)c(=O)c2cc(S(=O)(=O)N3CCOCC3)ccc21	1%	4%	-2%	0%	-12%	-7	22%
COc1ccc(NC(=O)CCS(=O)(=O)c2nc(-c3ccc4c(c3)OCO4)cc(C(F)(F)F)n2)cc1	7%	x	79µM*	6%	x	-76*	x
CCOC(=O)c1cc(-c2ccncc2)nc2c1c(C)nn2C	2%	6%	u	5%	25%	-3	-1%
CS(=O)(=O)N(CC(=O)N1CCC(C(N)=O)CC1)c1cc(C(F)(F)F)ccc1Cl	-6%	5%	27%	6%	2%	5	6%
Oc1ccc(/C=N/Nc2ncnc3nc[nH]c23)cc1	-5%	-29%	12%	-26%	-19%	-20	35%[activator]
COc1ccc(-c2csc(NC(=O)CSc3nc(C)nc4sc(C(=O)O)c(C)c34)n2)cc1	-4%	1%	-19%	1%	-35%	-36	-4%
COc1ccccc1S(=O)(=O)Cc1ccc(C(=O)N2CCN(c3ccccc3)CC2)o1	-1%	-1%	0%	-5%	66%[activator]	-27	-16%
Cc1cc(C)c(S(C)(=O)=O)c(Sc2ccc(Cl)cc2)n1	-2%	4%	1%	1%	12%	-21	-20%
COC(=O)Cc1c(C)c2c(O)cc(C)cc2oc1=O	0%	0%	-1%	4%	x	-24	1%
Cn1c(-c2ccc(Br)cc2)cnc1NCc1cccnc1	-10%	-3%	3%	5%	-18%	9	u
COc1ccccc1N1CCN(S(=O)(=O)CCNC(=O)CCc2ccccc2)CC1	x	x	x	-11%	x	-86*	1%
COc1ccc(/C=N/NS(=O)(=O)c2ccccc2)cc1OS(=O)(=O)c1ccc(C)cc1	8%	4%	29%	0%	-35%	35	-8%
CCCc1cc(=O)oc2c(CN3CCN(C)CC3)c(O)c(Cl)cc12	-22%	7%	u	-1%	-4%	14	-11%
Cc1ccc(CN(C)C(=O)CN2C(=O)NC(c3ccccc3)(c3ccccc3)C2=O)c(C)c1	-7%	x	0%	7%	14%	-38	-3%

Carrying on.
smiles	AmpC inh detg	LmPK inhibitor	Sm TGR inh	TbPYK inhibitor	AmpC no deterg	HCMV antiviral	AMA1 RON2 block
O=C(/C=C/c1ccc(Cl)cc1)N1CCN(c2ccc(Cl)cc2[N+](=O)[O-])CC1	1%	3%	9%	-7%	-25%	3	u
O=[N+]([O-])C(=C1NCCN1)C(Cl)=C(Cl)Cl	5%	3%	-16%	-6%	-22%	-25	43%[activator]
Cc1nc2ccc(S(=O)(=O)NCC(=O)N(C)Cc3ccco3)cc2s1	-10%	0%	-16%	-3%	-16%	-26	1%
Cc1cc(C)c(NS(=O)(=O)c2ccccc2)c(C)c1	x	x	x	-1%	x	-22	14%
O=C(Nc1ccccc1Oc1ccsc1C(=O)O)c1ccccc1F	2%	2%	-30%	3%	-25%	-25	-7%

Full records as entered above:
`Cc1nc2ccc(S(=O)(=O)NCC(=O)N(C)Cc3ccco3)cc2s1` in the list: AmpC inh detg: -10%; LmPK inhibitor: 0%; Sm TGR inh: -16%; TbPYK inhibitor: -3%; AmpC no deterg: -16%; HCMV antiviral: -26; AMA1 RON2 block: 1%
`O=C(Nc1ccccc1Oc1ccsc1C(=O)O)c1ccccc1F` in the list: AmpC inh detg: 2%; LmPK inhibitor: 2%; Sm TGR inh: -30%; TbPYK inhibitor: 3%; AmpC no deterg: -25%; HCMV antiviral: -25; AMA1 RON2 block: -7%

Not a hit list. About 7.4% of those tested had a hit in this group.
